# High-throughput results (PubChem)
# LDHA block: LDHA (human) enzyme inhibition. AID 1347041. activity change, % (values are at about 110 or 230 µM). P00338. purified LDHA, NADH/diaphorase-resazurin fluorescence; active compounds read low. 480,000 compounds, 0.15% hits; in the data active means activity change below about -30%; inconclusive means mostly about -25% to -30%;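 further: plate controls were DMSO wells for no effect and wells without enzyme for full effect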
#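 Enzyme activity of human lactate dehydrogenase 5 (2 nM; 0.06 mM NADH, 0.2 mM pyruvate, 5 min, RT) is measured via a resazurin/diaphorase fluorescence readout of residual NADH.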
# 12-LOX inh: ALOX12 (human) lipoxygenase inhibition; P18054; purified 12hLO, xylenol orange hydroperoxide absorbance; Potency, µM (highest dose often 108 µM), without a hit: top-dose activity change, negative = inhibition, actives largely listed as inhibitors; 580,000 compounds, 1.1% hits; further: potency means the concentration at half of the fitted maximal effect; on the % scale 0 is the no-effect control and ±100 the full control effect
#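 Hydroperoxide product was detected by ferrous iron/xylenol orange as the 573 to 405 nm absorbance ratio. Arachidonic acid at 40 uM (final) was turned over for 30 min at room temperature by 150 nM human 12hLO, pH 7.0 Hepes buffer, after 15 min compound preincubation.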
# POLB inh: inhibitors of human DNA polymerase beta; P06746; Potency, µM (highest dose often 114 µM), for inactives: at the highest dose activity change, negative = inhibition, usual class: inhibitors; Pol beta primer extension/strand displacement, fluorescence kinetic; AID 485314; 340,000 compounds, 1.3% hits; further: potency means the concentration at half of the fitted maximal effect; on the % scale 0 is the no-effect control and ±100 the full control effect
#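 Human Pol beta at 10 nM; strand-displacement substrate 50 nM final. Compound exposure 15 min at room temperature before start, reaction 10 min at room temperature.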
# Apoferritin bind: candidate novel general anesthetic via apoferritin binding; P02791; apoferritin/1-aminoanthracene competitive binding, fluorescence; Potency, µM (top dose mostly 77.5 µM), for inactives: top-dose activity change, negative = displacement, hits mostly inhibitors; 350,000 compounds, 0.074% hits; AID 485281; further: potency means the concentration at half of the fitted maximal effect; on the % scale 0 is the no-effect control and ±100 the full control effect; nearly all actives have a fitted effect of over 20% in size
# Target sequence (P02791 2-175 limits assumed): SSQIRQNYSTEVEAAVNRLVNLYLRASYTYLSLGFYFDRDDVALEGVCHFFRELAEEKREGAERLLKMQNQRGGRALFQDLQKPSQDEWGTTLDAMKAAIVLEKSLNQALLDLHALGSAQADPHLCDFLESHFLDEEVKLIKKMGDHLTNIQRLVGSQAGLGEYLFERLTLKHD
#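 Horse-spleen apoferritin (10 uM) in 50% saturated 1-aminoanthracene in PBS was incubated 10 min at room temperature with compound. Fluorescence (ex 380, em 535 nm) was normalized to free and bound 1-AMA, with concentration-response fitted by a four-parameter Hill equation.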
# Pol eta inh: inhibitors of human DNA polymerase eta | Q9Y253 | recombinant Pol eta, fluorescent DNA replication assay | Potency, µM (series often up to 114 µM), inactives show at the highest dose activity change, negative = inhibition, most hits filed as inhibitors | 390,000 compounds, 1.2% hits; further: potency means the concentration at half of the fitted maximal effect; on the % scale 0 is the no-effect control and ±100 the full control effect
# Target sequence (Q9Y253 whole entry, looked up): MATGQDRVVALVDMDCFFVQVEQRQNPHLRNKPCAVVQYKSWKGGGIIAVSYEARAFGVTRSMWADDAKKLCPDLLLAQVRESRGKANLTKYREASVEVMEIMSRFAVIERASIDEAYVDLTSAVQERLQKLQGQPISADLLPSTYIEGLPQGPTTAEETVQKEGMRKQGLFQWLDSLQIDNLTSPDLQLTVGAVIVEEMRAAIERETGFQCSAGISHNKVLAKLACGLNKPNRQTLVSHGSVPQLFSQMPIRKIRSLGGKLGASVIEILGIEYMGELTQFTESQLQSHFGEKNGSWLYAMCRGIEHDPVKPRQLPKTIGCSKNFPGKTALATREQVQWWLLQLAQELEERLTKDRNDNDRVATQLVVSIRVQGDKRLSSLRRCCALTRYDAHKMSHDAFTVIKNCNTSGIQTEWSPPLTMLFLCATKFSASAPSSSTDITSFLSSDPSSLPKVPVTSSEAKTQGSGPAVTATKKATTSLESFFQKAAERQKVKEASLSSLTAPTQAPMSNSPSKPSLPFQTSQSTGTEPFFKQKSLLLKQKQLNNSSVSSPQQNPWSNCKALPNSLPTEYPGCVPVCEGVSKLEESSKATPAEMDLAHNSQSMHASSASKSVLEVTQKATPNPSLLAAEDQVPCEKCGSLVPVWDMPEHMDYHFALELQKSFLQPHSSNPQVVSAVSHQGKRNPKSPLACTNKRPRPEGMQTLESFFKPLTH
#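 Pol eta (10 nM) was preincubated with compounds for 15 min at room temperature, after which fluorescent replication substrate (50 nM final) was added to start the reaction. Fluorescence was read kinetically at 0 and 10 min.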
# Pol kappa inh: inhibitors of human DNA polymerase kappa; purified Pol kappa, fluorescent DNA synthesis assay, 10 min; Potency, µM (top dose mostly 107 µM), inactives show top-dose activity, negative = inhibition, most hits filed as inhibitors; 400,000 compounds, 0.53% hits; AID 588579; further: potency means the concentration at half of the fitted maximal effect; on the % scale 0 is the no-effect control and ±100 the full control effect
#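 10 nM Pol kappa preincubated 15 min at room temperature with compounds, then reaction started with substrate at 50 nM final. Fluorescence read kinetically at 0 and 10 min; buffer-only wells served as negative control.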
# APEX1 inh: inhibitors of human APE1 endonuclease | P27695 | recombinant APE1, TAMRA/BHQ-2 abasic DNA cleavage fluorescence | Potency, µM (titrated, usually from 65.8 µM), for inactives: at the top dose activity change, negative = inhibition, most hits filed as inhibitors | 350,000 compounds, 0.35% hits | AID 2517;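 further: potency means the concentration at half of the fitted maximal effect; plate controls were vehicle for no effect and reference inhibitor for full effect; nearly all actives have a fitted effect of over 55% in size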
#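 APE1 at 0.75 nM preincubated 15 min at room temperature with compound. Reaction then started with 50 nM double-stranded THF-abasic substrate labelled with TAMRA/BHQ-2, and 525/598 nm fluorescence read kinetically. Activity taken as third-minus-first read difference, normalized to DMSO and NSC13755 controls.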
# RGS4 inhibitor: human RGS4 inhibition. P49798. Potency, µM (doses to about 114 µM), for inactives: at the highest dose activity change, negative = inhibition, most hits filed as inhibitors. Transcreener GDP fluorescence polarization, RGS4-accelerated GTP hydrolysis. 390,000 compounds, 0.039% hits; further: potency means the concentration at half of the fitted maximal effect; on the % scale 0 is the no-effect control and ±100 the full control effect; nearly all actives have a fitted effect of over 75% in size; some results filed as inactive show a strong effect at the top dose
# Target sequence (P49798 whole entry, looked up): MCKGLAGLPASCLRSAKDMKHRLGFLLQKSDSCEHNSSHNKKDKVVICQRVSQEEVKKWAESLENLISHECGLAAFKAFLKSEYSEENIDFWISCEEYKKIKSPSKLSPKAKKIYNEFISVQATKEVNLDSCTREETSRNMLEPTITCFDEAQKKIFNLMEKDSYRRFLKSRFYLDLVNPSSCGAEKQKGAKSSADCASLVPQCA
#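 MLSMR compounds (23 nl, pin-transferred) preincubated 10 min at room temperature with a 500nM (2x) first reagent, then RGS4 at 900nM (2x) plus Transcreener GDP mix added; fluorescence polarization (620/688 nm) read before and after 90 min at 30 °C.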
# ERG-DNA inh: inhibitors of human ERG Ets domain-DNA interaction; fluorescence polarization, His-ERG Ets domain / labelled DNA; P11308; 370,000 compounds, 0.028% hits; Potency, µM (series often up to 76.9 µM), inactives show at the top dose FP activity, negative = inhibition, actives largely listed as inhibitors; AID 624246; active means well fitted inhibition curve with a large enough effect in the polarisation, with a control signal flat; inconclusive means small, poorly fitted or top-dose-only effect, or effect the other way, or a change in a side signal; inactive means no such curve, though single readings can be large or run the other way; the % refers to the polarisation;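 further: polarization taken with two DNA probes labelled with fluorescein and Texas red; potency means the concentration at half of the fitted maximal effect; % of control where 0% means no effect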
#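 His-tagged ERG Ets domain (1 uM in the protein solution; 300mM KCl, 50mM Tris-HCl, 1mM EDTA, 1mM DTT, pH 7.5) received compound, then a probe mix of 5 nM fluorescein-DNA and 100nM Texas-615-DNA. Fluorescence polarization was read for both dyes.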
# * hit, by the source's call; i = inactive; ? = inconclusive; · = no result given; & = joins results of further samples; [ ] = another dose, or the depositor's remark. Unless noted, the call rests on the fitted dose curve; in most records, active means well fitted curve in the direction sought with a large enough effect; inconclusive means small, poorly fitted or top-dose-only effect, or another doubt; inactive means no such curve, though single readings can be large; an effect the other way counts as inactive or inconclusive. Only part of the results is shown, so the mix of outcomes need not match the whole.
SMILES,LDHA block,12-LOX inh,POLB inh,Apoferritin bind,Pol eta inh,Pol kappa inh,APEX1 inh,RGS4 inhibitor,ERG-DNA inh
Cc1ccc(C(=O)N/C(=C\c2sccc2C)C(=O)NCc2ccncc2)cc1,-1,-1%,1%,1%,2%,-5%,0%,-14%,6%
CC(=O)Nc1ccc(S(=O)(=O)N2CCN=C2SCc2cccnc2)cc1,-1,-20%,18%,-6%,-6%,6%,13%,12%,1%
COc1ccc(S(=O)(=O)N2CCN(C)CC2)c2ccccc12,2,i,-7%,3%,-16%,18%,1%,-12%,-6%
O=C(CN1CCCCC1)NNC(=O)c1cccc(Br)c1,-3,-1%,13%,-1%,-4%,-6%,-6%,-17%,5%
Cc1ccccc1NC(=O)c1c(C)[nH]c(=S)c(C#N)c1-c1ccco1,-4,-24%,-27%,-4%,-9%,-8%,4%,-21%,5%
O=C(c1cc(Br)ccc1Cl)N1CCCC1,-7,0%,4%,-9%,3%,-8%,3%,16%,-3%
C=CCn1c(COc2ccc(CC)cc2)nnc1SCC(=O)NC1CCS(=O)(=O)C1 (centres undefined),-7,32%[activator],14%,-10%,0%,-3%,0%,2%,1%
Cc1cccc(C)c1NC(=O)C(=O)NCC(c1cccnc1)N1CCc2ccccc21 (centres undefined),-5,1%,5%,-6%,-10%,-17%,·,14%,-1%
Cc1cc(C(=O)NC2CCCc3c2cnn3-c2cc(F)cc(F)c2)nn1C (centres undefined),0,-10%,6%,-10%,-11%,-8%,32%,-17%,-2%
Cc1cc(Oc2ccc(Br)cc2)nc(SCC(=O)c2ccccc2)n1,-4,-9%,-11%,-11%,-17%,2%,-4%,-52%,-11%
Cc1c(Cl)cccc1NC(=O)C(C)N(c1ccccc1)S(C)(=O)=O (centres undefined),-7,0%,-6%,-3%,-7%,-22%,·,-16%,-1%
COc1ccc(CN2CCN(Cc3cccn3-c3ncccn3)CC2CCO)c(C)c1C (centres undefined),-6,3%,-9%,-10%,-2%,-16%,3%,12%,-6%
COc1ccc(NC(=O)CCc2c(C)nc3cc(-c4cccc(F)c4)nn3c2C)cc1Cl,4,-25%,-17%,-5%,-11%,-11%,·,2%,-5%
CC(=O)c1cccc(-n2nnnc2SCC(=O)NNC(=O)C(C)C)c1,2,4%,-1%,2%,-19%,7%,-4%,-18%,-9%
COc1ccc(CNC(=O)COC(=O)C2=COCCO2)cc1,-1,0%,2%,-14%,4%,4%,3%,2%,-5%

# Profiles as entered above. Order of values: LDHA block, 12-LOX inh, POLB inh, Apoferritin bind, Pol eta inh, Pol kappa inh, APEX1 inh, RGS4 inhibitor, ERG-DNA inh
# Profile of `Cc1cc(C(=O)NC2CCCc3c2cnn3-c2cc(F)cc(F)c2)nn1C` (centres undefined) : 0, -10%, 6%, -10%, -11%, -8%, 32%, -17%, -2%
# Profile of `COc1ccc(S(=O)(=O)N2CCN(C)CC2)c2ccccc12` : 2, i, -7%, 3%, -16%, 18%, 1%, -12%, -6%
# Profile of `Cc1ccc(C(=O)N/C(=C\c2sccc2C)C(=O)NCc2ccncc2)cc1` : -1, -1%, 1%, 1%, 2%, -5%, 0%, -14%, 6%

# The listing continues:
SMILES,LDHA block,12-LOX inh,POLB inh,Apoferritin bind,Pol eta inh,Pol kappa inh,APEX1 inh,RGS4 inhibitor,ERG-DNA inh
COC(=O)c1c(C)oc2ccc(N(C(=O)c3ccncc3)S(=O)(=O)c3ccccc3)cc12,2,?,5%,-20%,-16%,-7%,-3%,-26%,-1%
CCOC(=O)c1c(C)oc2ncnc(Nc3ccc(F)cc3Cl)c12,-12,1%,3%,34%[activator],-16%,-13%,·,22%,2%
CCSc1nnc(-c2c[nH]c3ccccc23)o1,-2,·,52%,1%,-26%,-24%,-9%,11%,-4%
O=C(COC(=O)/C=C/c1cccc(F)c1)Nc1ccc2[nH]c(=O)[nH]c2c1,-2,27%,·,·,-2%,5%,-8%,-10%,-1%
CC(C)(c1cc(Br)c(O)c(Br)c1)c1cc(Br)c(O)c(Br)c1,-2,45µM*,·,·,?,-21%,-3%&-5%&-9%,16%,-1%
CCc1ccc(CN2CCN(C(=O)c3ccco3)CC2)cc1,?,?,1%,-8%,1%,-12%,2%,5%,19%
Cc1nc2c(C(=O)NCCC3=CCCCC3)c[nH]n2c(=O)c1Cl,23,?,-24%,-14%,?,-28%,12%,10%,-5%
Cc1cc(C)n2nc(SCC(=O)N(CC(C)C)c3c(N)n(CC(C)C)c(=O)[nH]c3=O)nc2n1,-4,-3%,18%,-17%,-2%,-7%,3%,25%,1%
CCOC(=O)c1cccc(NC(=O)c2ccc3c(Cl)c4c(nc3c2)CCC4)c1,1,-5%,-6%,20%,-19%,-8%,·,32%[activator],4%
Cc1ccc(C(c2nnnn2CCC(C)C)N2CCN(C)CC2)cc1 (centres undefined),1,?,30%,-3%,-13%,-11%,1%,11%,0%
CCCCC(CC)CNC(=O)C(Cc1ccccc1)NS(=O)(=O)c1ccc2c(c1)CCC(=O)N2 (centres undefined),-4,2%,-4%,5%,1%,-8%,9%,12%,49%[activator]
Cc1nnc2n(-c3ccccc3)c(=O)c3c4c(sc3n12)CC(C)CC4 (centres undefined),2,-18%,1%,4%,-12%,-6%,-2%,28%,2%
C=CCNc1nc(NC(C)(C)CO)nc(OCC)n1,-1,-10%,2%,1%,-13%,-3%,-4%,-2%,-10%
COc1ccc(NC(=O)CN2CCN(c3ccc(F)cc3)CC2)cc1,-2,-1%,13%,-12%,13%,-2%,0%,-29%[56.9 µM],4%
O=C(NC(Cc1c[nH]c2ccccc12)C(=O)NCc1ccc(F)cc1)OCc1ccccc1 (centres undefined),-8,-9%,21%,-11%,-9%,-7%,?,-9%,-8%
CCN(CC)CCC(=O)NC(C)(C)Cc1ccc(O)cc1,-8,24%,31%,-17%,-10%,0%,0%,0%,-3%
CCOC(=O)CN1CC23C=CC(O2)C(C(=O)NC2CCCCCC2)C3C1=O (centres undefined),3,22%,3%,-13%,-2%,8%,6%,-22%,-2%
Cc1cc(N2O[C@H]3C=C[C@@H]2C3)no1,-5,12%,·,·,-18%,-22%,-1%,-42%,-5%
CC1CC(C)CN(C(=O)Nc2ccc(Br)cc2)C1 (centres undefined),0,-8%,8%,?,-13%,-11%[60.1 µM],27%,5%[11.4 µM],19%
CC(=O)c1c(C(C)=O)c(C)n(NC(=O)c2ccccc2O)c1C,-1,25%,3%,-5%,2%,-9%,0%,-12%,0%
Cc1nc(Cc2nnc(SCc3nc(N)nc(Nc4ccccc4C)n3)o2)cs1,-1,2%,4%,-14%,-4%,1%,-3%,-20%,6%
COCCn1c(-c2ccc(F)cc2)nc2oc3cc(OC)ccc3c(=O)c2c1=O,-6,?,?,-6%,-5%,-1%,3%,10%,-1%
CCOC(=O)c1ccc(Oc2nc(NC)nc(OC)n2)cc1,-6,-1%,?,-14%,-4%,-10%,0%,9%,-7%
O=Nc1ccc(O)c2ncccc12,4,?,8%,6%&-8%,-1%,4%[60.1 µM],-5%&-6%,13%,-6%
CCOC(=O)c1c(C)[nH]c(C)c1S(=O)(=O)N1CCC(C(=O)Nc2cc(C)ccn2)CC1,3,-14%,-19%,55%[activator],-15%,-9%,·,-21%,2%
COC(=O)C1=C(CCc2ccccc2)NC(=O)NC1c1ccc(Cl)cc1 (centres undefined),0,35µM*,·,·,-24%,-7%,·,17%,17%
Cc1ccc(NS(=O)(=O)c2cccs2)nc1,-15,-23%,17%,-9%,9%,-14%,22%,26%,4%
Cc1ccc(S(=O)(=O)Nc2ccc(O)c(Sc3ncn[nH]3)c2)cc1,19,?,-2%,-12%,-18%,-1%,-4%,2%,1%
COc1cccc(/C=N/NC(=O)CSc2nnc(C)n2-c2ccccc2)c1OC,-9,28%,8%,-15%,-13%,0%,3%,6%,-6%
CN(C(=O)CCN1C(=O)C2C3C=CC(C3)C2C1=O)c1ccccc1 (centres undefined),0,1%,-1%,-5%,-6%,0%[60.1 µM],-1%,11%[11.4 µM],2%
CC(C)c1ccc2c(c1)[C@H]1OCC[C@H]1[C@@H](c1cccs1)N2,3,4%,1%,-19%,?,-18%,-1%,4%,-1%
CCCC1C(C#N)=C(N)Oc2cc(C)n(C)c(=O)c21 (centres undefined),2,0%,13%,240%[activator],9%,-11%,-3%,20%,-15%
COc1cc(CCC(=O)OCC(=O)NC(=O)c2ccc(Cl)cc2)cc(OC)c1OC,-8,?,-16%,-13%,-1%,-8%,-1%,9%,5%
COC(=O)c1cccc(NC(=O)CSc2nc(C)cc(=O)[nH]2)c1,-5,-13%,-15%,-6%,20µM*,-8%,?,-27%,5%
O=C(Nc1ccc(S(=O)(=O)NCc2ccccc2)cc1)c1ccccc1[N+](=O)[O-],-2,12%,6%,2%,-7%,-10%,-5%,-13%,-12%
Cc1ccccc1N1C(=O)c2ccccc2NC1c1ccncc1 (centres undefined),-2,435%[activator],-21%,12%,-6%,-11%,-1%,-34%,5%
O=C(c1ccco1)N(Cc1cccc([N+](=O)[O-])c1)c1ccc(Br)cc1,-9,-30%,?,-11%,-12%,-6%,1%,26%,-4%
O=C(CN1CCCCC1)Nc1cccc2c1OCO2,-10,-3%,41%,3%,-11%,-6%,19%,7%,2%
